Source: PubChem
GPR151 ag: activators of human GPR151 | activation, % at 11.2 µM | 650,000 compounds, 1% hits | AID 1508602 | Q8TDV0 | PathHunter beta-arrestin GPR151 cells, luminescence; in the data active = activation above about 4.9%;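 note: 0% = median of compound wells and 100% = cells with positive control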
FBW7 act: activators of human E3 ligase FBW7; 650,000 compounds, 0.13% hits; normalized activity (activation), % at 26.1 µM; AlphaScreen FBW7–phospho-cyclin E peptide binding, activator screen; Q969H0; AID 1259310; in the data active = normalized activity above about 1.9%;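 note: purified mutant Fbw7 with reduced substrate affinity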
Target sequence (Q969H0 whole entry, looked up): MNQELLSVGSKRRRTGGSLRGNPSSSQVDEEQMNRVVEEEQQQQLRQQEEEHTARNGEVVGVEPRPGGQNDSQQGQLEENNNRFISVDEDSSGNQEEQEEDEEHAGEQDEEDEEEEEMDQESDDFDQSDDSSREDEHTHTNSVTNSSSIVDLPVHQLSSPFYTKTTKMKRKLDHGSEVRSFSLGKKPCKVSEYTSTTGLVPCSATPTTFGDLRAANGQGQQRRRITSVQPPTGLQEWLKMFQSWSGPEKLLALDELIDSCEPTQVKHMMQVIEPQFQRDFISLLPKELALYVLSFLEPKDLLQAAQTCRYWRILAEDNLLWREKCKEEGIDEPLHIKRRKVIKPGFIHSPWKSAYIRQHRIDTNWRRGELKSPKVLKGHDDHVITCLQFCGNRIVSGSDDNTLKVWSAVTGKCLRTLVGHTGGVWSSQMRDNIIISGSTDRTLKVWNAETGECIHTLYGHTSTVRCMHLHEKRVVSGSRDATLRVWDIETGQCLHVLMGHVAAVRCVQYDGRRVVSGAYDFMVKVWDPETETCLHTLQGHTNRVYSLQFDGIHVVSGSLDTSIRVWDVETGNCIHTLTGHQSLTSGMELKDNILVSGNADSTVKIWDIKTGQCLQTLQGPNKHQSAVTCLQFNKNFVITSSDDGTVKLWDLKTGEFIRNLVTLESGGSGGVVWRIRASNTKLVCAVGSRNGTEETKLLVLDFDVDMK
MITF primary: inhibitors of human MITF. O75030. AlphaScreen MITF homodimerization, bead proximity signal. inhibition, % at 2.6 µM. 650,000 compounds, 0.91% hits. AID 1259374; in the data active = inhibition above about 50%;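 note: 0% = vehicle wells with protein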
TEAD-YAP block: TEAD-YAP interaction inhibition; HEK-TIYL cells, TEAD-Gal4/YAP UAS-luciferase luminescence; inhibition, % at 9.12 µM; 640,000 compounds, 1.4% hits; in the data active = inhibition above about 32%;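 note: 0% = median of test compound wells and 100% = reference inhibitor wells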
Active calls of the source: *; x = not tested or not shown; & = joins results of further samples. This is a random part of the collection. About 3.4% of those tested had a hit in this group.

Values run as follows: GPR151 ag | FBW7 act | MITF primary | TEAD-YAP block
> CCCCC(CC)C(=O)Nc1ncc([N+](=O)[O-])s1 (configuration not stated)
    0.0 | -0.2 | 10 | 44*
> COc1cc(/C=N/NC(=O)CCc2n[nH]c(=O)[nH]c2=O)cc(Br)c1O
    0.9 | 0.0 | 8 | -2
> COc1ccc(OCC(=O)Nc2ccc3oc(-c4cccc(Cl)c4)nc3c2)cc1
    -0.7 | -0.1 | -10 | -13
> COc1ccc(CCNC(=O)C2(c3ccccc3)CCOCC2)cc1
    -0.1 | 1.4 | 15 | 2
> O=C(Cc1cccs1)N1CC[C@H]2[C@H](CCCN2C(=O)[C@@H]2C[C@@H]3C=C[C@H]2C3)C1
    -0.4 | -0.2 | 2 | -6
> O=C(CONC(=O)c1ccccc1)Nc1ccccc1OC(F)F
    0.9 | -0.1 | 12 | 10
> Cc1cc(C(=O)CSc2nc3ccccc3[nH]2)c(C)n1C1CC1
    -0.7 | 0.1 | 7 | -71
> Cc1ccc(CC(=O)Nc2onc3c2CCCC3)cc1
    0.0 | -0.1 | 5 | -18
> CC1(C)CC(NC(=O)c2cncc(Br)c2)CC(C)(C)N1
    2.9 | -0.2 | -6 | -7
> COc1ccc(-n2cnc3cc(NC(=O)c4cccc(C)c4)ccc32)cc1
    1.1 | -0.1 | 0 | -4
> Nc1ccccc1C(=O)N/N=C\c1ccc(Br)o1
    -0.2 | -0.1 | -5 | -55
> Cc1cc(OCC(=O)O/N=C(\N)Cc2ccc([N+](=O)[O-])cc2)ccc1Cl
    0.4 | -0.4 | -3 | 13
> Cc1cccc(CN2CCN3C(=O)[C@H](CC(C)C)NC(=O)[C@H]3C2)c1
    -0.4 | -0.1 | 1 | 14
> CCOC(=O)/C(C#N)=N/Nc1cccc(S(=O)(=O)N2CCOCC2)c1
    0.0 | -0.1 | 12 | -2
> CCOC(=O)C1=C(C)N=c2s/c(=C\c3cccc(OCc4ccccc4)c3)c(=O)n2C1c1ccc(OCC)c(OCC)c1 (configuration not stated)
    0.5 | 0.0 | 16 | -3
> CC(=O)Nc1ccc(Nc2nc(Nc3nccc4ccccc34)ncc2C)cc1
    -0.1 | -0.3 | 3 | 8
> C[C@H]1CC[C@H]2C(=O)O[C@H](CO)CN2[C@@H]1c1ccc(Br)cc1
    -0.8 | -0.2 | 5 | x
> CCC(C)NC(=O)CN(Cc1ccccc1)S(=O)(=O)c1ccc(Cl)cc1 (configuration not stated)
    -2.0 | 0.3 | 10 | -4
> O=C(CSCC(=O)Nc1cc(C(F)(F)F)ccc1Cl)Nc1ccccc1
    2.5 | 0.7 | 0 | -9
> COc1ccc(S(=O)(=O)N2CCC(C(=O)O)(c3ccccc3)CC2)cc1
    4.5 | 0.0 | 4 | 0
> COc1cccc(C(=O)CN2CCN(C3c4ccccc4-c4ccccc43)CC2)c1
    1.1 | -0.1 | 7 | -13
> Cc1cccc(NC(=O)c2ncoc2-c2ccc(Cl)cc2)c1C#N
    -0.2 | 0.0 | -8 | -8
> COCCCNC(=O)c1ccc(CS(=O)(=O)c2ccccc2OC)o1
    -0.9 | 0.0 | 17 | 6
> CCOC(=O)CC(NS(=O)(=O)c1ccc(C)cc1)c1ccc(C)cc1 (configuration not stated)
    -1.3 | 0.1 | -5 | -6
> Cc1ccc(NC(=O)CN(C)S(=O)(=O)c2ccccc2)cc1Cl
    1.1 | 0.0 | 17 | -13
> CN(CCOc1ccccc1)CC(O)COCc1ccco1 (configuration not stated)
    -0.2 | 0.2 | 26 | 14
> O=C(CCCN1C(=O)c2cccc3cccc(c23)C1=O)N1CCN(c2ccccc2F)CC1
    0.8 | -0.2 | -8 | -8
> CCCc1cc(C(=O)NCC2Cc3cc(-c4nc(C)cnc4C)ccc3O2)no1 (configuration not stated)
    -1.4 | 0.0 | 2 | 7
> C=CCN(CC=C)C(=O)c1cc(-c2ccccc2)nc2ccccc12
    0.0 | -0.1 | -4 | 2
> COc1ccc(C(=O)N2c3ccccc3CC2C)cc1 (configuration not stated)
    0.5 | -0.1 | -5 | -6
> CN(c1ccc(F)cc1)S(=O)(=O)c1ccc2[nH]cc(C(=O)N3CCN(c4ccccc4)CC3)c(=O)c2c1
    -0.8 | -0.1 | 12 | -4
> COc1cc2c(=O)n(Cc3ccccc3)c(=O)n(CC(=O)c3ccccc3)c2cc1OC
    0.5 | 0.1 | -10 | 7
> C=CCOC(=O)C1=C(C)Nc2ncnn2C1c1ccccc1C (configuration not stated)
    0.9 | 0.0 | 8 | 3
> CC(C)Sc1nnc(NC(=O)C(C)C)s1
    1.2 | 0.2 | 18 | -38
> COc1ccc2c(c1)CC/C2=N\OC(=O)c1ccccc1OC
    -1.4 | 0.0 | -29 | 0
> Cc1ccc(SCCC(=O)NCCSCc2ccco2)cc1
    -0.2 | 0.4 | 2 | -12
> Cc1nn(Cc2ccccc2Cl)c2sc(C(=O)O)cc12
    1.2 | -0.2 | -9 | 13
> Cc1ccc(/C(O)=C/c2nc3ccccc3oc2=O)o1
    -0.8 | 0.5 | 23 | -6
> CCc1ccc(N2CC(C(=O)Nc3ccc(C#N)cc3)CC2=O)cc1 (configuration not stated)
    0.3 | 0.9 | 3 | 9
> Cc1cc(C)nc(SCc2n[nH]c(=S)n2C)n1
    -0.2 | -0.3 | -4 | -11
> O=C(c1ccc(Br)cc1)N1CCN(c2cc(N3CCOCC3)c(F)cc2[N+](=O)[O-])CC1
    0.1 | 0.2 | 4 | 7
> Cc1cnc(C(=O)N2CCC(C(Cc3ccccc3)N(C)Cc3cccnc3)CC2)[nH]1 (configuration not stated)
    -0.8 | 0.0 | 7 | 4
> O=C(C1CC(Cc2ccc(F)cc2)=NO1)N1CCC(c2ccccc2F)C1 (configuration not stated)
    0.2 | -0.1 | 10 | -33
> Nc1ccc(Sc2nc3ccccc3s2)c(Cl)c1
    1.3 | 0.4 | -1 | 0
> O=C(CSc1nc2ccccc2o1)N1CCN(c2ccc(Cl)cc2)CC1
    -0.9 | -0.1 | -10 | 10
> C=CCSc1nnc2c(n1)OC(c1cccc(O)c1)Nc1ccc(Br)cc1-2 (configuration not stated)
    0.7 | -0.1 | 0 | 0
> C=CCc1ccccc1OCc1nnc(NC(=O)Cc2ccccc2)s1
    -1.1 | 0.6 | 9 | 4
> O=C(Cn1cnc2c(cnn2-c2ccccc2Cl)c1=O)N1CCCCC1
    -0.5 | 0.1 | 0 | 2
> CCOc1cccc(N2C(=O)NC(=O)/C(=C\c3ccc(OCC(=O)O)c(Cl)c3)C2=O)c1
    1.0 | 0.3 | -3 | 6
> O=C(COc1ccccc1)N1CCC(c2nnc(-c3ccco3)o2)CC1
    0.9 | 0.1 | -12 | 17

Following part
Values run as follows: GPR151 ag | FBW7 act | MITF primary | TEAD-YAP block
> Cc1ccc(C2=NS(=O)(=O)N(C)C(C(=O)Nc3ccn(Cc4ccccc4C)n3)=C2)cc1
    1.3 | -0.3 | 0 | -5
> Cc1ccc(OCC(=O)O/N=C(\N)c2cccnc2)cc1
    0.1 | 0.0 | 1 | -26
> CC(=O)c1cc(C(=O)Nc2ccccc2)c(C)o1
    0.6 | 0.0 | 16 | 1
> O=C1Nc2ccccc2N(O)N1c1ccc(F)cc1F
    -1.3 | 0.0 | 24 | 6
> CCOc1ccc2oc(C)c(C(=O)O)c2c1
    0.2 | -0.2 | 7 | 5
> O=c1[nH]c(N2CCCCC2)nc2c1CCN(Cc1cccs1)C2
    -0.2 | 0.3 | 7 | 0
> CC(=O)N1CCC(N(CCN2CCOCC2)C(=O)Nc2ccc(Cl)cc2)CC1
    0.6 | 0.1 | -10 | -6
> NC(=O)CSc1nnc(-c2ccc(Cl)cc2)n1Cc1ccccc1
    -1.7 | 0.2 | -13 | -4
> COc1ccccc1NC(=O)Nc1ccnn1C1CCN(C(=O)CCc2ccccc2)CC1
    0.3 | -0.1 | 0 | -1
> O=[N+]([O-])c1ccc(CN2CCN(c3ccc(F)cc3)CC2)s1
    -0.5 | -0.2 | 45 | -8
> COc1ccc(OCC(=O)N2N=C(C)CC2(O)C(F)(F)F)cc1 (configuration not stated)
    1.4 | 0.1 | -5 | -1
> O=[N+]([O-])C1([N+](=O)[O-])CCCc2nn(-c3ccccc3)nc21
    0.3 | -0.1 | -24 | 7
> COC(=O)c1sccc1NC(=S)N1CCN(c2ccccc2)CC1
    1.9 | 0.2 | -9 | 3
> CCC(C)N1C(=O)S/C(=C/c2ccc(OC)cc2OC)C1=O (configuration not stated)
    1.2 | 0.0 | 1 | -24
> N#Cc1ccc(NC(=O)COC(=O)c2ccc(Cl)cc2Cl)cc1
    1.3 | -0.1 | -1 | 4
> COc1ccc(C(=O)COC(=O)COc2ccccc2C#N)c(OC)c1
    1.4 | 0.0 | 9 | 7
> Cc1ccc(S(=O)(=O)CC(=O)O)cc1C
    -0.3 | 0.7 | 13 | -2
> COc1cccc(OC)c1C(=O)NCc1ccc(S(N)(=O)=O)cc1
    -0.4 | -0.4 | 4 | 4
> Cc1ccsc1C(=O)C1CCCN(Cc2ccc(N3CCNC3=O)cc2)C1 (configuration not stated)
    -0.1 | 0.2 | -19 | 35*
> O=C(/C=C/c1ccccc1)N1CCN(CCN2C(=O)C3C4C=CC(C4)C3C2=O)CC1 (configuration not stated)
    -0.6 | 0.0 | -14 | 0
> COc1ccc(-c2ccc(OCCN3CCOCC3)nc2)cc1
    -0.4 | 0.6 | 15 | 1
> CCCCn1c(=NC(=O)c2ccco2)c(C(=O)OCC)cc2c(=O)n3ccccc3nc21
    -0.9 | 0.2 | 14 | -4
> S=C(Nc1ccccc1Cl)N(Cc1ccccc1)Cc1cccnc1
    0.2 | 0.1 | 18 | 0
> O=C(CSc1nnc(NC(=O)c2c(F)cccc2F)s1)NC1CCCC1
    1.1 | 0.2 | -14 | 11
> CCCC(=O)Nc1ccc(-c2nn3c(CC)nnc3s2)cc1
    -0.1 | -0.1 | -2 | -2
> Cc1cccc(-n2c(SCC(=O)N3CCCC3)nc3n[nH]c(C)c3c2=N)c1
    -0.1 | -0.1 | 15 | -11
> COc1cc([N+](=O)[O-])ccc1NS(=O)(=O)c1ccc(NC(C)=O)cc1
    0.2 | 0.1 | -1 | 3
> COC(=O)CC1C(=O)NCCN1Cc1nc(N2CCCC2)c2cc(OC)c(OC)cc2n1 (configuration not stated)
    4.6 | -0.1 | 13 | 13
> Cc1nc(Nc2nc3ccccc3o2)[nH]c(=O)c1C
    -0.4&-0.2 | 0.1&-0.3 | 15&-14 | 2&-29
> CCOc1ccc(OCC)c(S(=O)(=O)Oc2cccc3cccnc23)c1
    3.3 | 0.0 | 13 | 11

Exported with each value named: 4 of the compounds above
O=C(CSc1nnc(NC(=O)c2c(F)cccc2F)s1)NC1CCCC1
  GPR151 ag: 1.1
  FBW7 act: 0.2
  MITF primary: -14
  TEAD-YAP block: 11

CCCC(=O)Nc1ccc(-c2nn3c(CC)nnc3s2)cc1
  GPR151 ag: -0.1
  FBW7 act: -0.1
  MITF primary: -2
  TEAD-YAP block: -2

Cc1cccc(-n2c(SCC(=O)N3CCCC3)nc3n[nH]c(C)c3c2=N)c1
  GPR151 ag: -0.1
  FBW7 act: -0.1
  MITF primary: 15
  TEAD-YAP block: -11

COc1cc([N+](=O)[O-])ccc1NS(=O)(=O)c1ccc(NC(C)=O)cc1
  GPR151 ag: 0.2
  FBW7 act: 0.1
  MITF primary: -1
  TEAD-YAP block: 3

(continued)
Values run as follows: GPR151 ag | FBW7 act | MITF primary | TEAD-YAP block
> CCCCOC(=O)C1=C(C)NC2=C(C(=O)CCC2)C1c1ccc2c(c1)c1ccccc1n2CC (configuration not stated)
    -1.3 | 1.6 | 5 | -4
> CCCCOC(=O)Cn1c(=O)oc2ccccc21
    -0.5 | 0.0 | 8 | 3
> CC(=O)Nc1ccc(NC(=O)c2ccccc2)c(Cl)c1
    -0.4 | -0.1 | 5 | -23
> Cc1ccc(CC(=O)Nc2ccc(S(=O)(=O)N3CCC(C)CC3)cc2)cc1
    0.9 | 0.0 | 8 | 11
> Nc1ccc(C(=O)NCC(O)COc2ccccc2)cc1 (configuration not stated)
    0.2 | -0.3 | -10 | 4
> COc1ccccc1C(=O)N1CCN(C(=O)c2cccnc2)CC1
    2.0 | 0.1 | 0 | 1
> O=C(O)c1ccc(F)c(S(=O)(=O)NCc2ccccc2)c1
    -0.8 | 0.0 | 1 | -17
> CCOC(=O)c1c(NC(=O)c2ccc(S(=O)(=O)N3CCCc4ccccc43)cc2)sc2c1CCCCC2
    2.1 | -0.1 | 5 | 0
> CCOC(=O)C1=C(C)N=C2SCC(=O)N2C1c1cccs1 (configuration not stated)
    -0.3 | 0.0 | 12 | -7

Compound profiles, from the list above. Order of screens: GPR151 ag, FBW7 act, MITF primary, TEAD-YAP block
CCCCOC(=O)C1=C(C)NC2=C(C(=O)CCC2)C1c1ccc2c(c1)c1ccccc1n2CC (configuration not stated) is listed with -1.3, 1.6, 5, -4
COc1ccccc1C(=O)N1CCN(C(=O)c2cccnc2)CC1 is listed with 2.0, 0.1, 0, 1
